High-throughput results as filed in PubChem BioAssay.
AmpC inh detg: blocks E. coli AmpC beta-lactamase in detergent assay. hit rate 0.041% among 370,000. AID 485294. Potency, µM (series often up to 114 µM), without a hit: at the highest dose activity change, negative = inhibition, usual class: inhibitors. P00811. AmpC hydrolysis of nitrocefin, absorbance 480 nm, 0.01% Triton;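 further: potency means the concentration at half of the fitted maximal effect; 0% = no-compound wells and -100% = no-enzyme wells; nearly all actives have a fitted effect of over 25% in size; some results filed as inactive show a strong effect at the top dose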
Target sequence (P00811 whole entry, looked up): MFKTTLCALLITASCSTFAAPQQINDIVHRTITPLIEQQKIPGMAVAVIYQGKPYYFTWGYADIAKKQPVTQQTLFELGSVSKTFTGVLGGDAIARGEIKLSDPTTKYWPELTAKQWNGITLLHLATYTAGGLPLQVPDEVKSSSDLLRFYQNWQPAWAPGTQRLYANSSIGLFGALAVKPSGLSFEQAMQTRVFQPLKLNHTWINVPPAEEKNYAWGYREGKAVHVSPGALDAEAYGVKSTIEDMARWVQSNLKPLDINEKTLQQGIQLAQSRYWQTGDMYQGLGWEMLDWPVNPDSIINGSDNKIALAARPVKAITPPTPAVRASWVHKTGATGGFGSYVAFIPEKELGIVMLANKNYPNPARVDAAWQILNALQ
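AmpC (5.3 nM in the dispensed reagent) in 20 mM phosphate pH 7.0 with 0.01% (detergent screen) or 0.0001% Triton X-100 was preincubated with compounds for 15 min at room temperature. Nitrocefin was then added from an 800 uM solution, and hydrolysis was followed at 480 nm.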
HCMV inh: blocks human cytomegalovirus replication | hit rate 4.5% among 410,000 | HFF cells, HCMV-luciferase reporter, 72 h; active compounds read low | AID 1259415 | activity change, negative = inhibition, % at 57.5 µM; in the data active means activity change below about -60%; inconclusive means no clear call, values can overlap the other calls; inactive means above about -39%
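Compounds were evaluated in HFFs infected with an HCMV luciferase reporter virus (MOI 1 PFU/cell). Luciferase in lysates collected 72 h post infection served as the replication measure.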
Giardia FBPA inh: blocks Giardia fructose-bisphosphate aldolase activity; A8B2U2; purified Giardia FBPA; Potency, µM (series often up to 59.6 µM), inactives show at the top dose activity, negative = inhibition, hits mostly inhibitors; hit rate 0.71% among 290,000; further: potency means the concentration at half of the fitted maximal effect; nearly all actives have a fitted effect of over 55% in size
Target sequence (A8B2U2 whole entry, looked up): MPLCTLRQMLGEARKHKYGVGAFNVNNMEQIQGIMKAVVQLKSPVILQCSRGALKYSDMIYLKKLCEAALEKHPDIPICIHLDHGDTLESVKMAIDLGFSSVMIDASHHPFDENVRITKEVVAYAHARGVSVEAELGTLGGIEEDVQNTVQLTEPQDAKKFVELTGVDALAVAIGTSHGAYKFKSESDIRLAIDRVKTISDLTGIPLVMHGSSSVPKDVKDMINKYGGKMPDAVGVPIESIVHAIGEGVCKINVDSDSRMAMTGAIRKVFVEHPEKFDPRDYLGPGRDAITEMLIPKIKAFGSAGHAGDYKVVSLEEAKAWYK
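Giardia FBPA (40 nM reagent) was preincubated 10 min at RT with compound (up to 57.5 uM final), then substrate plus GAPDH/TPI/NAD/arsenate coupling system with diaphorase/resazurin was added; resorufin fluorescence (525/598 nm) was read after 20 min.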
Sm TGR inh: inhibitors of Schistosoma mansoni thioredoxin glutathione reductase; purified TGR, DTNB reduction, TNB absorbance 405 nm; Potency, µM (top dose mostly 114 µM), for inactives: top-dose activity change, negative = inhibition, most hits filed as inhibitors; hit rate 3% among 360,000; AID 485364; further: potency means the concentration at half of the fitted maximal effect; nearly all actives have a fitted effect of over 60% in size
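Kinetic colorimetric format: TGR-catalysed, NADPH-driven DTNB reduction monitored via TNB absorbance. Enzyme dispensed at 20 nM; compound exposure 15 min at room temperature before reaction start.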
AmpC no deterg: blocks E. coli AmpC beta-lactamase in detergent-free assay; P00811; AmpC nitrocefin hydrolysis, absorbance 480 nm, 0.0001% Triton; Potency, µM (titrated, usually from 57.1 µM), for the others: at the highest dose activity change, negative = inhibition, usual class: inhibitors; hit rate 0.52% among 330,000;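 further: potency means the concentration at half of the fitted maximal effect; plate controls were no compound for no effect and no enzyme for full effect; nearly all actives have a fitted effect of over 20% in size; some results filed as inactive show a strong effect at the top dose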
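20 mM phosphate pH 7.0 + 0.01% (detergent screen) or 0.0001% Triton X-100; 5.3 nM AmpC reagent; cpd preinc 15 min RT; nitrocefin (800 uM stock) to start; A480 q20 s × 4 min; Activity was normalised to no-enzyme and no-compound control wells.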
AMA1 RON2 block: disrupts binding of P. falciparum AMA1 to RON2; hit rate 0.2% among 360,000; AlphaScreen AMA1-biotinylated RON2 peptide binding; Potency, µM (doses to about 58.2 µM), without a hit: at the top dose activity change, negative = inhibition, most hits filed as inhibitors;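 further: potency means the concentration at half of the fitted maximal effect; 0% = vehicle wells and -100% = peptide control; nearly all actives have a fitted effect of over 45% in size; some results filed as inactive show a strong effect at the top dose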
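AMA1 (3D7) with his tag at 25 nM final met compounds first, then biotinylated RON2 peptide at 25 nM; detection used donor plus acceptor beads, 10 µg/mL apiece, read by AlphaScreen after 30 min at room temperature.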
* hit, by the source's call; ? = inconclusive; nt = not tested or not shown; [ ] = dose if it differs, or a comment. Unless noted, the call rests on the fitted dose curve; in most records, active means well fitted curve in the direction sought with a large enough effect; inconclusive means small, poorly fitted or top-dose-only effect, or another doubt; inactive means no such curve, though single readings can be large; an effect the other way counts as inactive or inconclusive. Unless noted, on the % scale 0 is the no-effect control and ±100 the full control effect. Hits appear at their usual frequency; about 7.8% have a hit in one of these screens.

| cpd | canonical_smiles | AmpC inh detg | HCMV inh | Giardia FBPA inh | Sm TGR inh | AmpC no deterg | AMA1 RON2 block |
| --- | --- | --- | --- | --- | --- | --- | --- |
| 1 | CCC(=O)NCC(c1ccco1)N1CCN(c2ccc(OC)cc2)CC1 (stereo unspecified) | -8% | 0 | 1% | -5% | 16% | -13% |
| 2 | C=CC(=O)OCCOCCOCCOCCOC(=O)C=C | 8% | 19 | nt | 0% | 0% | 0% |
| 3 | C=CCOC(=O)CCCCCCCC | -7% | 72 | nt | -2% | 7% | 4% |
| 4 | CCC(=O)Nc1ccccc1-c1nc2ccccc2n(CC(=O)Nc2ccccc2OC)c1=O | 25% | 10 | nt | 0% | nt | nt |
| 5 | COc1cccc(C2(O)CCN(C(=O)c3cccs3)CC2)c1 | ? | -24 | 15% | 0% | -12% | -1% |
| 6 | COC(=O)c1cc2oc3ccccc3c2n1CC(=O)Nc1ccc(C)cc1C | 2% | 29 | nt | 0% | nt | nt |
| 7 | CCOc1ccc(-c2cccc(NS(=O)(=O)c3cc([N+](=O)[O-])ccc3C)c2)nn1 | -13% | -17 | nt | 3% | -25% | 6% |
| 8 | CCOc1ccc(NC(=S)NCCN2CCN(Cc3ccccc3)CC2)cc1 | 1% | ? | 5% | -2% | 5% | -5% |
| 9 | CCc1c(C)sc(NC(=S)N2CCN(S(C)(=O)=O)CC2)c1C(=O)OC | 3% | 6 | -4% | 101%[activator] | 32% | 24% |
| 10 | CC(C)(C)OC(=O)N/N=C/c1c[nH]c2ccccc12 | -13% | 125 | 3% | 3% | -13% | -1% |
| 11 | COc1ccc(NC(=O)C(C)n2nc(-c3ccc(C)c(C)c3)ccc2=O)cc1OC (stereo unspecified) | 20% | 10 | nt | -14% | nt | nt |
| 12 | COc1ccc2ccn(S(=O)(=O)c3ccccc3)c2c1 | ? | 4 | -6% | -2% | -12% | -3% |
| 13 | COC(=O)c1[nH]c2ccc(C)cc2c1NC(=O)CN1CCCC(C)(C)C1 | 2% | ? | -1% | -8% | 23% | -11% |
| 14 | CCOC(=O)N1CCN(C(=O)c2cc3cc(C)ccc3[nH]2)CC1 | -2% | 33 | -7% | 6% | 23% | -1% |
| 15 | COc1ccc(C(=O)n2nc(-c3ccco3)nc2N)cc1 | 5% | 22 | 24% | 32µM* | -16% | 3% |
| 16 | O=C(Nc1ccncc1)c1ccc(Cl)c(Cl)c1 | -5% | 7 | -12% | -1% | -45% | 2% |
| 17 | COc1ccc(S(=O)(=O)N2CC(C(=O)O)Oc3ccc(CC(=O)O)cc32)cc1 (stereo unspecified) | -12% | 23 | 11% | 4% | -15% | ? |
| 18 | O=C(CN1CCCN(Cc2ccccc2Cl)S1(=O)=O)Nc1ccc2c(c1)OCCO2 | 1% | -8 | nt | 8% | nt | nt |
| 19 | CC(=O)N1c2ccc(S(=O)(=O)NCC3CCC(C(=O)Nc4ccc(F)cc4)CC3)cc2CC1C (stereo unspecified) | 3% | -26 | nt | 8% | nt | nt |
| 20 | O=C(CSc1ncc(-c2ccc(Cl)cc2)[nH]1)Nc1ccccc1F | 9% | -30 | nt | 5% | nt | nt |
| 21 | O=C(CSc1nc(=O)n2cc(Cl)ccc2n1)Nc1cccc2ccccc12 | 7% | -4 | nt | ? | -40% | 18% |
| 22 | COc1ccc(CNC(=O)c2noc3c2CCCC3)cc1 | -7% | 7 | 6% | -21% | -8% | 6% |
| 23 | CC1(C)CC(=O)c2ccc(OCc3ccc([N+](=O)[O-])cc3)cc2O1 | -2% | 137 | 0% | 3% | -11% | -19% |
| 24 | CCC(C)(C)c1ccc(OCC(=O)Nc2ccncc2)cc1 | -9% | 5 | 13% | 7% | 22% | -2% |
| 25 | Nc1ncc(Br)cc1N=Cc1ccccc1 | -8% | -9 | 1.1µM* | ? | -14% | -20% |
| 26 | O=C(CCCC1=NS(=O)(=O)c2ccccc2N1)Nc1ccccc1 | 1% | -11 | nt | 4% | -17% | 2% |
| 27 | Cc1ccc(NC2c3ncccc3C(=O)N2C2CCCCC2)cc1 (stereo unspecified) | -4% | 4 | 2% | -7% | 56% | 4% |
| 28 | COc1ccc2cc3cc(C(=O)NCc4cccs4)oc3nc2c1 | 4% | -20 | -4% | 1% | -24% | -7% |
| 29 | O=C(CSc1nnc2ccc(-c3cccnc3)nn12)Nc1cccc(F)c1 | 2% | -11 | nt | -5% | -1% | -22% |
| 30 | O=C(c1cccs1)N1CCN(CCc2ccccc2)CC1 | 3% | 31 | 4% | 14% | -2% | -2% |
| 31 | NC(=O)C1CCCN(C(=S)Nc2cccc3ccccc23)C1 (stereo unspecified) | -3% | 6 | -5% | -14% | -26% | -4% |
| 32 | O=C(COC(=O)c1ccc2ncsc2c1)Nc1ncc(Cl)cc1Cl | -2% | -1 | 23% | -11% | -35% | -11%[11.6 µM] |
| 33 | Cc1ccc(C(=O)N/C(=C\c2cn(S(=O)(=O)N(C)C)c3ccccc23)C(=O)NCCN2CCOCC2)cc1 | ? | 15 | 9% | -24% | 353%[activator] | 4% |
| 34 | Cc1ccc2cc(C)c(SCC#N)nc2c1 | -13% | ? | 6% | 13% | -28% | 5% |
| 35 | O=C(CN1C(=O)c2cccnc2Oc2ccc(Cl)cc21)N1CCOCC1 | -6% | ? | nt | 3% | -7% | 25% |
| 36 | NC(=O)[C@@H]1CCCN1C(=O)c1ccc2oc(CCc3ccccc3)nc2c1 | 1% | 71 | nt | -19% | 32% | -1% |
| 37 | CN1CCN(c2ccc(-c3cc(O)c4ncccc4c3)cc2)CC1 | -14% | nt | nt | -4% | -2% | nt |
| 38 | CCOC(=O)c1cnc2ccc(OC)cc2c1Nc1ccc2c(c1)OCCO2 | 4% | ? | ? | 1% | 59% | ? |
| 39 | Cn1c(CSCc2ccc(F)cc2)nnc1SCC(=O)Nc1nccs1 | ? | -38 | -1% | 1% | -20% | 22% |
| 40 | COc1cccc(NC(=O)c2ccc(S(=O)(=O)NCc3cccnc3)cc2)c1 | 2% | -61* | nt | -3% | -21% | 2% |
| 41 | O=C1/C(=C/c2ccc3c(c2)OCO3)Oc2cc(OCC(=O)N3CC(O)C[C@H]3C(=O)O)ccc21 (stereo partly specified) | -7% | nt | -9% | 4% | -12% | -8% |
| 42 | O=C(CNC(=O)c1ccc(F)cc1)N/N=C/c1ccc(O)c([N+](=O)[O-])c1 | 2% | -32 | -3% | 19% | -10% | -4% |
| 43 | Cc1ccc(NC(=O)COC(=O)CN2C(=O)c3ccccc3C2=O)cc1S(=O)(=O)N(C)C | 6% | 19 | 1% | -20% | -38% | 3% |
| 44 | CCCN(CCC)C(=O)Cn1c(=O)n(CCC(=O)NCCc2ccccc2)c(=O)c2ccccc21 | 4% | -5 | -2% | -21% | 6% | 15% |
| 45 | CCOc1ccccc1C1CC(=O)Nc2cc(OC)c(OC)c(OC)c21 (stereo unspecified) | -3% | 231 | 9% | 0% | 9% | -1% |
| 46 | N#Cc1c(NC(=O)/C=C/C(=O)O)sc2c1CCN(Cc1ccccc1)C2 | -1% | -32 | -12% | 25µM* | 2% | 10% |
| 47 | COc1ccc(NC(=S)N(CCCN2CCN(C)CC2)Cc2cccs2)cc1 | -6% | ? | 5% | 6% | 3% | 2% |
| 48 | Cc1ccc(S(=O)(=O)N(C)CC(=O)N2CCOCC2)cc1 | -1% | 0 | -1% | -1% | -21% | 9% |
| 49 | C=CCN1c2ccccc2[C@]23C[C@@H](C(=O)OC)N(C(=O)C4CCC4)C2=NC(C(=O)OC)=C(C(=O)OC)[C@H]13 | -6% | 1 | 2%[12.9 µM] | 1% | 153%[activator] | -13% |
| 50 | O=C(Cc1ccccc1)NNS(=O)(=O)c1ccccc1[N+](=O)[O-] | 1% | 14 | 0% | 1% | -9% | 1% |
| 51 | C=CCn1c(SCC(=O)N2CCc3ccccc3C2)nc2sc(C)c(C)c2c1=O | -9% | -23 | 2% | 7% | -33% | -18% |
| 52 | CSc1nnc2ccc(-c3ccc(C)cc3)nn12 | -7% | 58 | -4% | -16% | 38% | 3% |
| 53 | CCC(=O)Nc1c(-c2ccc(C)cc2)c(=O)c2ccccc2n1C | -1% | -24 | -3% | 3% | -4% | 8% |
| 54 | Cc1cccc2c(=O)n3c(nc12)CCCCC3 | -2% | 11 | 6% | 6% | -16% | 22% |
| 55 | O=C(NCc1ccco1)C(=O)NCC1OCCN1S(=O)(=O)c1ccccc1 (stereo unspecified) | ? | 3 | -7% | -29% | -10% | -4% |
| 56 | Cc1csc2nc(COc3ccccc3NC(=O)c3ccccc3Cl)cc(=O)n12 | -5% | 3 | nt | 0% | nt | nt |
| 57 | O=C(COC(=O)c1ccc(Br)cc1)NCc1ccccc1 | -5% | -16 | 5% | -6% | -11% | 0% |
| 58 | COc1cc(CCCN2C(=O)C(=O)NC[C@@H]2c2ccccc2)cc(OC)c1OC | 2% | 7 | 1% | -3% | 8% | 8% |
| 59 | COc1ccccc1NC(=O)COC(=O)Cn1cnc2c1c(=O)n(C)c(=O)n2C | nt | 5 | nt | nt | -14% | -2%[11.6 µM] |
| 60 | CCOC(=O)C1CCN(C(=O)Cn2cc(C(=O)c3ccco3)c3ccccc32)CC1 | 0% | -25 | -3% | -6% | nt | 22% |

(list continues)
| cpd | canonical_smiles | AmpC inh detg | HCMV inh | Giardia FBPA inh | Sm TGR inh | AmpC no deterg | AMA1 RON2 block |
| --- | --- | --- | --- | --- | --- | --- | --- |
| 61 | CCC1CCc2sc(C(=O)N3CCCN(C)CC3)cc2C1 (stereo unspecified) | 2% | -13 | 0% | ? | -3% | 6% |
| 62 | COc1ccc(NC(=O)/C(C#N)=C\c2cc(OC)c(OCc3ccc(C(=O)O)cc3)cc2Br)cc1 | 1% | ? | 12% | -6% | -25% | 8% |
| 63 | C=CCC1C=C(Cc2ccccc2)CC(CC=C)N1 (stereo unspecified) | 6% | -19 | 5% | ? | -11% | -8% |
| 64 | CCOc1ccccc1Nc1nnc(C)c(=O)[nH]1 | 0% | 8 | -1% | 0% | -7% | -5% |
| 65 | COc1ccc(C(CC(=O)N2CCCC2)C(C)C)cc1 (stereo unspecified) | 1% | ? | -11% | -3% | 7% | 9% |
| 66 | CC1CC(C)CN(S(=O)(=O)c2ccc3c(c2)oc(=O)n3CC(=O)NCc2cccnc2)C1 (stereo unspecified) | -8% | -36 | 4% | 9% | 36% | 10% |
| 67 | CC(=O)c1sc(-c2ccccc2Cl)nc1C | 2% | -1 | 6% | 20% | -13% | -7% |
| 68 | CCN(CC(=O)Nc1c(F)cccc1F)C(=O)C1CCN(c2ncnc3sc(C)c(C)c23)CC1 | 1% | -31 | nt | -3% | 93%[activator] | -6% |
| 69 | COc1ccccc1-c1nnc2sc(-c3cnccn3)nn12 | ? | 31 | 1% | -13% | -20% | 1% |
| 70 | Cc1cc(C)c(NC(=O)CCCN2CCOCC2)c(C)c1 | 3% | 30 | 6% | 4% | -18% | 5% |
| 71 | Cc1ccc(-c2nnc(-c3ccccc3)o2)cc1 | 1% | 108 | -1% | 8% | 1% | -4% |
| 72 | O=[N+]([O-])c1ccc(-[n+]2nc(-c3ccccc3)nn2-c2ccccc2)cc1 | -4% | -10 | -24% | -23% | -17% | 10% |
